Screens as filed in PubChem.
KOR beta-arrestin-1: KOR antagonists, beta-arrestin recruitment, cell-based, luminescence, uHTS (AID 1778) | inhibition, % at 10 µM; hits with a dose series show IC50 in µM | 0.091% of 290,000 active | KOR beta-arrestin recruitment, luminescence, antagonist mode; higher % means a stronger effect; in the data active = inhibition above about 50%; also: strong numbers were not always called active
NTR1 ag: NTR1-driven beta-arrestin-GFP spot formation – imaging, U2OS cells, high content, primary screen (AID 493036); P30989; agonist mode; activation, % at 20 µM; 0.17% of 330,000 active;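 active = activation at or above 40% of the spot to cytoplasm intensity ratio, with at least 20 cells analyzed; inconclusive = wells under 20 cells, flagged as cytotoxic or low count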;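 also: 0% = DMSO without peptide and 100% = 100 nM NTR1 peptide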
Target sequence (P30989 whole entry, looked up): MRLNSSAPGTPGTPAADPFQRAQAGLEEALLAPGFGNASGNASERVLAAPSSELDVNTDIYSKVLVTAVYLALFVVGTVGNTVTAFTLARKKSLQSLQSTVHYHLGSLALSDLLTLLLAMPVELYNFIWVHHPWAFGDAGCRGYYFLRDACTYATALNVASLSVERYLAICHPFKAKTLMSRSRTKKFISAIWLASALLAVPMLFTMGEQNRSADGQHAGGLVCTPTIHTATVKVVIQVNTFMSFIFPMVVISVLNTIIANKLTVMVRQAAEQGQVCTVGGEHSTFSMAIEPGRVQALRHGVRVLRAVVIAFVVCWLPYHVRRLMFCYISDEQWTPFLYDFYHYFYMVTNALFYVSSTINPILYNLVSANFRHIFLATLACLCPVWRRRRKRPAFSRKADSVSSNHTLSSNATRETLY
West Nile virus CPE: West Nile virus antiviral activity, cell-based, CPE readout (AID 1621); West Nile virus-infected cells, CPE inhibition; higher % means a stronger effect; 0.02% of 290,000 active; CPE inhibition, % at 10 µM, or IC50 in µM where a hit was titrated; in the data active = a potency from the dose series; inconclusive = CPE inhibition mostly from about 3.7% at the one dose, without a potency; inactive = the rest, 99 in 100 with CPE inhibition below about 2.2%; also: strong numbers were not always called active
GPR55 beta-arrestin: selective activators of receptor GPR55 – imaging, U2OS cells, beta-arrestin-GFP redistribution, primary screen (AID 1961); U2OS GPR55 beta-arrestin-GFP redistribution imaging; higher % means a stronger effect; one-dose activation, % at 10 µM; EC50 in µM for titrated hits; 0.048% of 290,000 active;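 active = activation above 40% with more than 50 cells counted in the well; inconclusive = wells holding fewer than 50 cells, flagged as toxic or sparse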;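 also: U2OS osteosarcoma cells stably expressing GPR55 and beta-arrestin-GFP; plate controls were DMSO negative control for no effect and LPI positive control for full effect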
KOR beta-arrestin-2: KOR agonists, beta-arrestin recruitment, primary screen, cell-based, luminescence, uHTS (AID 1777) | KOR beta-arrestin recruitment, luminescence; higher % means a stronger effect | activation, % at 10 µM, or EC50 in µM where a hit was titrated | 0.02% of 280,000 active; in the data active = activation above about 50%, passing the limit was not always enough; also: a part of the inactive calls stands beside numbers as strong as those of hits
GPR35 antagonists: inhibition of zaprinast-stimulated GPR35 beta-arrestin translocation – imaging, U2OS, beta-arrestin-GFP, zaprinast agonist, primary screen (AID 2058). one-dose inhibition, % at 10 µM; IC50 in µM for titrated hits. 0.052% of 290,000 active. U2OS GPR35 beta-arrestin-GFP translocation imaging, zaprinast antagonism; higher % means a stronger effect;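 active = inhibition of at least 50% with at least 30 cells and total cytoplasm GFP at most 10,000,000; inconclusive = under 30 cells or total GFP of 10,000,000 plus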
T cell modulator: T cell immune modulators affecting CD8 T cell-vesicle binding. calls only at 7 µM. 0.068% of 330,000 active. 2C CD8+ T cell-vesicle binding, flow cytometry; active compounds read low;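 active = response, share of CD8 T cells binding vesicles, and their 90th percentile fluorescence all below set limits, cut at about 80% in these data, passing the limit was not always enough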
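System: murine 2C transgenic CD8+ T lymphocytes; also added: QL9-loaded Drosophila micro-vesicles; times: binding 1.5 h at 37 °C; measured by: flow cytometry, PE anti-B7-1 (FL2) versus Alexa647 anti-CD8 (FL8), PFA-fixed; control set: Peptide-free naked vesicles (low) and QL9 vesicles with 0.7% DMSO vehicle (high)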
Salmonella PhoP GFP: inhibitors of PhoP regulon expression, primary screen, Salmonella Typhimurium, GFP reporter (AID 1863) | inhibition, % at 50 µM; hits with a dose series show IC50 in µM | 0.16% of 300,000 active | S. Typhimurium PhoP-regulated promoter GFP reporter, 4 h; higher % means a stronger effect;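 active = inhibition over 29.93%, a cutoff 3 SD above the screen mean, later confirmed by dose response; inconclusive = inhibition over 29.93% but no dose response follow-up; inactive = inhibition at most 29.93% or unconfirmed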;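 also: 0% = low Mg2+ inducing control and 100% = high Mg2+ repressing control; strong numbers were not always called active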
GPR55 antagonists: inhibition of LPI-stimulated GPR55 beta-arrestin translocation – imaging, U2OS, beta-arrestin-GFP, LPI agonist, primary screen (AID 2013); 0.13% of 290,000 active; inhibition, % at 10 µM; hits with a dose series show IC50 in µM; U2OS GPR55 beta-arrestin-GFP translocation imaging, LPI antagonism; higher % means a stronger effect;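 active = spots per cell inhibited over 60%, with over 100 cells counted and total cytoplasm intensity under 500,000; inconclusive = wells with under 100 cells, flagged as likely toxic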;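 also: U2OS cells stably carrying GPR55 and arrestin-GFP stimulated by 5 µM LPI near EC80; imaged beta-arrestin-GFP aggregate spots per cell after agonist stimulation; plate controls were LPI-stimulated DMSO wells for no effect and DMSO wells without LPI for full effect; some results filed as inactive read as strong as hits; confirmed hits need IC50 under 10 µM and bright autofluorescent wells are also inconclusive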
T cell modulator vesicle-bound %: further read-out of T cell modulator, marked with its call; double positive events, %; measured here: CD8+ vesicle-bound cell fraction;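 binding gate set so that unloaded-vesicle control wells show 10% double positive cells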
NTR1 ag cell count 20 µM: second read-out of NTR1 ag, no call of its own (marks repeat the call); cell count; measured here: cell count, cytotoxicity flag
An asterisk follows results filed as active; i = inactive; ? = inconclusive; nt = no result given; [ ] = another dose, or the depositor's remark.

Values in the order – KOR beta-arrestin-1	NTR1 ag	NTR1 ag cell count 20 µM	West Nile virus CPE	GPR55 beta-arrestin	KOR beta-arrestin-2	GPR35 antagonists	T cell modulator	T cell modulator vesicle-bound %	Salmonella PhoP GFP	GPR55 antagonists
1. O=C(/C=C/c1ccccc1[N+](=O)[O-])N1CCOCC1
  -9%	0.6	33	-0.2%	0.4%	0.6%	-2%	i	58	-12%	2%
2. CCCc1nnc(N2C(=O)c3cccc4cccc(c34)C2=O)s1
  -9%	-0.5	44	0.5%	-0.1%	0.2%	-5%	i	30	8%	8%
3. CCOC(=O)C1=C(C)OC2(O)c3ccccc3C(=O)C12O (centres undefined)
  21%	-0.5	52	0.5%	-0.3%	5.4%	7%	i	34	-13%	-3%
4. CC(C)CN(CC(C)C)S(=O)(=O)N1CCC(C(=O)N2CCc3ccccc3C2)CC1
  17%	2.3	62	0.2%	-0.2%	-1.1%	-1%	i	53	2%	3%
5. CC1=CC(C)(C)N(C(=O)CN2C(=O)c3ccccc3C2=O)c2ccc(C)cc21
  -2%	1.4	56	-1.0%	-0.4%	15%	-9%	i	24	-3%	4%
6. O=c1cc(-c2ccccc2Cl)oc2cccc(O)c12
  6%	-5.5	54	0.6%	-0.3%	-3.1%	-16%	i	37	-2%	74%
7. COc1ccc([N+](=O)[O-])cc1NC(=O)c1ccccc1SC
  13%	2.0	52	-0.3%	-0.2%	-4.2%	20%	i	54	8%	-4%
8. Oc1c(C(c2cccs2)N2CCN(c3ccccc3)CC2)ccc2cccnc12 (centres undefined)
  2%	21	79	nt	-0.2%	3.9%	8%	i	34	-2%	3%
9. COCCCNC(=O)c1ccc(Cn2c(=O)[nH]c3ccccc3c2=O)cc1
  -4%	8.0	8	nt	-0.2%	3.2%	-14%	i	41	-1%	-7%
10. O=S1(=O)CCC(=Nc2ccc(Cl)cc2)c2ccsc21
  -28%[20 µM]	-0.2	38	0.0%	-0.1%	-7.7%	17%	i	35	-7%	4%
11. Cc1ccc(C(=O)N2NC(c3ccc(F)cc3)C3C(=O)N(c4ccc(C)c(C)c4)C(=O)C32)cc1 (centres undefined)
  -6%	-0.4	65	nt	-0.3%	0.7%	-15%	i	65	-4%	10%
12. O=C(O)c1cnc2[nH]c3ccccc3n2c1=O
  11%	-0.2	71	2.8%	-0.1%	2.8%	-6%	i	13	4%	12%
13. Cc1cccc(N2CCN(S(=O)(=O)c3ccc4c(c3)NC(=O)CS4)CC2)c1C
  -31%	12	54	-0.5%	1.6%	10%	-1%	i	46	17%	-14%
14. O=C(/C=C/c1ccco1)N1CCN(S(=O)(=O)c2cccs2)CC1
  35%	2.1	60	0.6%	0.2%	-2.9%	48%	i	35	-6%	8%
15. CS(=O)(=O)N(CC(=O)O)c1ccc(Oc2ccccc2)cc1
  25%	-1.1	61	-0.3%	0.1%	-3.8%	8%	i	7	0%	-4%
16. NNc1ccc(S(=O)(=O)N2CCCCC2)cn1
  4%	-0.8	60	0.1%	0.0%	-5.6%	12%	i	23	nt	3%
17. O=C(/C=C/NNC(=O)c1ccccc1)c1ccc([N+](=O)[O-])cc1
  31%	-0.8	45	-0.8%	-0.1%	-7.5%	15%	i	51	4%	1%
18. COC(=O)[C@H](CCSC)NC(=O)NC1CC1
  9%	0.5	61	-0.3%	-0.1%	2.1%	-3%	i	15	-10%	-4%
19. Cc1cc(C)n2nc(SCc3c(F)cccc3Cl)nc2n1
  -1%	0.2	86	-0.1%	0.0%	4.1%	1%	i	56	9%	-2%
20. Cc1cccc(NC(=O)C2CCCN2S(=O)(=O)c2ccc3c(c2)n(C)c(=O)c(=O)n3C)c1 (centres undefined)
  -41%	1.1	108	nt	0.2%	4.1%	-2%	i	23	-1%	10%
21. COCCNC(=O)/C(C#N)=C/c1ccc(SC)cc1
  -26%	0.0	41	-0.6%	0.6%	3.3%	3%	i	41	-8%	-3%
22. Cc1cc(NS(=O)(=O)c2ccc3c(c2)OCCO3)no1
  2%	1.2	49	0.2%	0.2%	-5.0%	0%	i	20	-10%	15%
23. O=C(CCN1N=C(c2ccccc2)CCC1=O)NC1CCCC1
  14%	0.2	51	-0.3%	0.3%	7.4%	-16%	i	18	-2%	1%
24. O=C1C(C=NC2CC2)=C(O)c2ccccc21
  -34%	0.9	36	0.2%	0.0%	-1.5%	-8%	i	20	7%	-5%
25. Cc1ccc(C(=O)Oc2cccc(NC(=O)c3ccco3)c2)cc1S(=O)(=O)N1CCC(C)CC1
  4%	0.6	80	0.5%	-0.1%	-7.1%	-3%	i	15	9%	-10%
26. CC(C)CNC(=O)CN(C1CCCCC1)S(=O)(=O)c1ccccc1
  -11%	0.6	77	-0.9%	0.2%	-0.5%	13%	i	30	-3%	-6%
27. Cc1ccc(C(=O)N2CCN(Cc3ccc4c(c3)OCO4)CC2)o1
  10%	1.2	43	-0.6%	0.2%	-1.2%	4%	i	31	3%	17%
28. O=C(COc1ccc(Br)cc1)N1CCc2ccccc2C1
  30%[20 µM]	2.3	74	-0.1%	-0.1%	-1.1%	2%	i	26	-5%	-6%
29. NC(=O)CC(NC(=O)c1ccc(Br)cc1)c1ccc(N2CCC(Cc3ccccc3)CC2)c([N+](=O)[O-])c1 (centres undefined)
  -24%[20 µM]	3.4	104	-1.3%	-0.2%	0.5%	-8%	i	27	nt	9%
30. Cc1ccc(S(=O)(=O)N(C)CC(=O)O/N=C(\N)c2cccc(Br)c2)cc1
  -2%	4.6	63	-0.1%	0.3%	-3.4%	8%	i	18	-3%	12%
31. CN1CCN(C(=O)CCc2nc3ccccc3n2-c2ccccc2)CC1
  -25%	-2.1	54	-0.7%	0.1%	5.2%	-2%	i	48	3%	2%
32. Cc1cccnc1NC(=O)CCNC(=O)c1ccccc1Cl
  30%	-0.8	81	0.0%	0.0%	-6.2%	28%	i	17	13%	-18%
33. COCCN1C(=O)C(=O)/C(=C(/O)c2ccc(S(=O)(=O)N3CCOCC3)cc2)C1c1ccc(O)c(OC)c1 (centres undefined)
  -24%	0.4	80	0.2%	-0.1%	4.0%	4%	i	16	-8%	-2%
34. CC(=O)C1=C(C)NC(SCc2cccc([N+](=O)[O-])c2)=C(C#N)C1c1ccco1 (centres undefined)
  -1%	10	51	nt	-0.1%	-2.6%	-8%	i	58	-3%	18%
35. Cn1c(=O)[nH]c2cc3ccccc3cc21
  -41%	0.9	80	0.6%	-0.2%	-1.5%	10%	i	24	-13%	-7%
36. COc1ccc(OC2OC3COC(C)(C)OC3C(O)C2NC(C)=O)cc1 (centres undefined)
  -30%	0.8	50	0.5%	0.1%	-3.2%	-14%	i	26	-8%	2%
37. COc1ccc(NC(=O)CSCc2ccc([N+](=O)[O-])cc2)cc1OC
  -32%[20 µM]	-0.4	54	-1.1%	0.9%	-1.7%	2%	i	51	-4%	4%
38. COc1cccc(CNC(=O)C(Cc2ccccc2)n2cccc2)c1 (centres undefined)
  10%	1.9	71	0.3%	-0.1%	0.1%	5%	i	10	9%	-1%
39. Cc1cccc(N(CC(=O)NCCSc2nc3ccccc3s2)S(=O)(=O)c2ccccc2)c1
  32%	3.0	33	-1.6%	-0.2%	0.2%	0%	i	56	-24%	-2%
40. CS(=O)(=O)N1CCc2cc(C(=O)OCC(=O)c3ccccc3)ccc21
  16%	-1.6	68	-0.3%	-0.1%	-4.0%	12%	i	41	23%	-5%
41. CC(C)CCNC(=O)CSc1nc2ccccc2c(=O)[nH]1
  -2%	1.8	66	0.3%	0.0%	-4.2%	5%	i	34	-4%	-2%
42. COCCNC(=O)CCC(=O)NNc1nc2ccccc2c2nc(-c3ccccc3)nn12
  -2%	3.5	69	0.1%	-0.4%	-4.5%	-2%	i	38	2%	-12%
43. CN(Cc1ccccc1)C(=O)c1cc2cc(F)ccc2[nH]1
  14%	0.1	86	-1.3%	-0.2%	-4.1%	7%	i	35	11%	0%
44. Cn1c(O)c(N=Nc2ccc(F)cc2)c2ccccc21
  -17%	11	50	0.0%	0.6%	2.9%	3%	i	53	1%	6%
45. CC(NCc1ccc([N+](=O)[O-])cc1)C1COc2ccccc2O1 (centres undefined)
  28%	0.5	91	-1.1%	-0.1%	0.1%	2%	i	12	15%	8%
46. CCN(CC)CCN1C(=O)C(=O)/C(=C(/O)c2ccc(Cl)cc2)C1c1ccncc1 (centres undefined)
  18%	nt	nt	0.2%	-0.1%	0.1%	-14%	nt	nt	0%	3%
47. CN(C)c1ccc(CNC(=O)C2CCN(S(=O)(=O)c3ccc4c(c3)CCCC(=O)N4)CC2)cc1
  8%	0.1	50	-0.1%	0.6%	-2.8%	4%	i	36	-2%	11%
48. CCOc1ccc(Nc2nc(N)c3ccccc3n2)cc1
  -32%[20 µM]	0.5	47	-2.3%	-0.1%	6.9%	5%	i	57	30%	15%
49. Nc1cc2c([N+](=O)[O-])cccc2o1
  11%	-0.7	67	0.4%	-0.1%	-1.5%	-9%	i	53	6%	20%
50. CSCC[C@H](NC(=O)OC(C)(C)C)C(=O)N1CCC(C(=O)N[C@@H](C)C(=O)NCc2ccc(F)cc2)CC1
  -7%[20 µM]	-1.6	89	0.0%	-0.2%	-5.3%	-4%	i	30	6%	2%
51. O=C(O)CCCN1C(=O)/C(=C/c2ccc(-c3nc4ccccc4s3)o2)SC1=S
  -28%	-0.4	43	nt	-0.3%	-1.6%	-13%	i	17	-12%	57%
52. COc1ccccc1OCC(=O)Nc1c2c(nn1-c1ccccc1)CS(=O)(=O)C2
  -11%	1.5	48	0.1%	-0.1%	4.9%	10%	i	14	1%	?
53. CNc1ccc(/C=C(\C#N)c2ccccn2)cc1[N+](=O)[O-]
  13%	0.0	60	1.1%	-0.4%	-6.1%	5%	i	21	-5%	5%
54. CC1=C(C(=O)OCc2ccccc2)C(c2cccnc2)c2c(n(C)c(=O)n(C)c2=O)N1 (centres undefined)
  -15%	1.3	56	0.6%	-0.1%	2.4%	1%	i	20	6%	4%
